Screening data deposited in PubChem by several laboratories.
HSF1 activator – HSF-1 activators, primary screen, NIH3T3-HGL cells, MG132 stress, luminescence, single point. activation, % at 9 µM. NIH3T3-HGL HSF-1 luciferase reporter, 8 h; 100% = twice DMSO control signal. 300,000 tested, 1.7% active;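 active means mean replicate activation of at least 50% with a set share of replicates each reaching 50%; inconclusive means only one of those two conditions met; inactive means mean below 50% and too few replicates reaching it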;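 further: 0% = median of the neutral control wells and 100% = twice that signal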
IEC-6 tox – cytotoxicity in IEC-6 intestinal epithelial cells, primary screen, cytotoxicity control for KLF5 inhibitor project, cell-based, luminescence; inhibition, % at 5 µM; IEC-6 cytotoxicity, luminescence viability; 290,000 tested, 0.78% active; in the data active means inhibition above about 22%;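 further: 0% = plate median of test compound wells and 100% = cytotoxic reference compound wells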
Platelet DG rel – inhibitors of platelet dense granule secretion, primary screen, cell-based, MLPCN, human platelets; human platelet-rich plasma, SFLLRN dense granule ATP release, luminescence; inhibition, %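 (compounds screened at 7.5 µM in platelet-rich plasma)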; 300,000 tested, 0.22% active; AID 1663, 2009;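 active means mean replicate score, as percent of positive control, at or above 50; inconclusive means mean below 50 but at least one replicate at or above 50; inactive means mean and every replicate below 50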
HSP90 refold inh – HSP90 inhibitors, primary screen, cell lysate, luminescence; Heat shock protein HSP 90 (rabbit reticulocyte lysate; luciferase refolding); Rabbit reticulocyte lysate, luciferase refolding luminescence, 3 h; inhibition, % at 5.6 µM; 290,000 tested, 0.91% active;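 active means inhibition above the screen-wide mean plus 3 SD, computed separately per campaign, cut at about 16% in these data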;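 further: 0% = DMSO wells and 100% = 60 µM geldanamycin wells; inhibitors lower the luminescence because luciferase stays unfolded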
aSyn 5UTR inh – MLPCN primary screen, SNCA 5' untranslated region | inhibition, % (tested at 7.5 µM) | 300,000 tested, 0.82% active | alpha-synuclein 5'UTR reporter, inhibitor activity; in the data active means inhibition above about 60%; inconclusive means no clear call, values can overlap the other calls;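 further: H4 neuroglioblastoma cells stably carrying SNCA 5'UTR luciferase fusion; 0% = DMSO wells and 100% = positive control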
HSF1 inh – HSF1 inhibitors in luciferase reporter cells, primary screen, cell-based, NIH3T3, luminescence; NIH3T3-HGL HSE-luciferase, MG132-induced, luminescence 8 h; stronger effect = lower value; activity change, negative = inhibition, % at 7.5 µM (by protocol); 300,000 tested, 0.77% active;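 active means more than half of replicate wells show activity change below -50%, luminescence cut by over half; inconclusive means some wells, but at most half, below -50%; inactive means no replicate well below -50%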;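 further: luciferase reports HSF-1 transcriptional activity via heat shock element; 0% = median of DMSO wells and -100% = zero luminescence signal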
SKKanGAS inh – S. pyogenes SKKanGAS growth inhibitors in kanamycin, primary screen, streptokinase expression inhibitor project, SKKanGAS strain, BacTiter-Glo luminescence. 6 h. inhibition, % at 7.5 µM. 300,000 tested, 1.3% active. AID 1662, 2009;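 active means mean replicate score, as percent of positive control median, at least 50; inconclusive means mean below 50 but one replicate at or above 50; inactive means mean and every replicate below 50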;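 further: strain carries kanamycin resistance gene driven by streptokinase promoter and grows in 40 µg/ml kanamycin; loss of luminescence reflects streptokinase promoter inhibition or plain growth inhibition; 0% = median of DMSO wells and 100% = positive control at its reference dose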
KLF5 inh – KLF5 expression inhibitors, primary screen, DLD-1 cells, luminescence | DLD-1 KLF5 promoter-luciferase reporter | inhibition, % at 5 µM | 290,000 tested, 0.23% active;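 active means inhibition above a per-plate limit of that plate's mean compound inhibition plus 3 SD, cut at about 60% in these data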;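 further: 0% = DMSO wells and 100% = LY294002 at 200 µM; higher means less KLF5 promoter-driven luciferase light; inactives centre near -14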
HIF activator – HIF pathway transcriptional activators, primary screen, cell-based, U2OS HRE-luciferase, luminescence. U2OS HRE-luciferase reporter; normalized: DMSO 0%, desferrioxamine 100%. activation, % at 7.5 µM (by protocol). 300,000 tested, 0.32% active. AID 1910, 2009;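 active means mean activation of at least 10% of the iron chelator positive control signal, with at least half of replicates also reaching 10%; inconclusive means mean and replicate majority disagree about reaching 10%; inactive means mean and most replicates under 10%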
AI-2 QS modul – Vibrio harveyi AI-2 quorum sensing modulators, primary screen, JMH597 strain, luminescence/OD600 ratio; Vibrio harveyi JMH597 AI-2 luminescence/OD600 ratio, 9 h; stronger effect = lower value; strain lacks LuxN and CqsS sensors; 0 = neutral-control median; activity change, % at 7.5 µM; 300,000 tested, 0.4% active; AID 2094, 2009; in the data active means activity change below about -75%, passing the limit was not always enough; inconclusive means no clear call, values can overlap the other calls;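 further: luminescence divided by OD600 gain over 9 h not by final OD600 alone; inactives centre near 13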
Starred values were filed as active, the others as inactive; ? = inconclusive; nt = not tested or not shown. Rows are unselected; any-hit rate near 6%.

SMILES	HSF1 activator	IEC-6 tox	Platelet DG rel	HSP90 refold inh	aSyn 5UTR inh	HSF1 inh	SKKanGAS inh	KLF5 inh	HIF activator	AI-2 QS modul
CCCCNS(=O)(=O)c1ccc2nc(-c3cccnc3)cc(C(=O)NCCOC)c2c1	-12	2	-2	-10	-5	1	-2	-8	-0.1	9
Cc1cc(-c2nnnn2-c2ccc(C(F)(F)F)cc2)no1	-17	2	-7	1	-6	-4	-4	-13	0.0	6
CC(C)Cn1c(-c2csc(C(C)C)c2)n[nH]c1=S	-5	-2	-2	2	-7	-3	-12	-17	0.0	26
CCN1CCCC1CNC(=O)Cn1nc(C)n2c(cc3cc(F)ccc32)c1=O (configuration not stated)	8	-2	-13	-5	-6	1	0	-13	-0.3	17
CCc1ccccc1NC1c2ccccc2C(=O)N1Cc1ccco1 (configuration not stated)	19	-4	-1	-2	9	5	5	11	-0.1	3
C=CCn1c(COc2ccccc2)nnc1SC(C)C(=O)N/N=C/c1cc(Cl)ccc1O (configuration not stated)	nt	6	nt	2	nt	nt	105*	34	nt	17
C/C=C/C(=O)Nc1ccccc1Br	1	4	-3	6	16	-2	5	-2	-0.1	10
O=C(CNS(=O)(=O)c1ccc(Br)cc1)Nc1ccc2c(c1)OCCO2	-1	7	-5	0	-4	-2	-7	-35	0.3	33
CN1CCN(S(=O)(=O)c2cccc(S(=O)(=O)c3ccc(Cl)c(Cl)c3)c2)CC1	1	-2	2	0	25	-4	-1	-24	0.5	12
O=C(c1ccco1)N1CCN(S(=O)(=O)c2ccc(Cl)cc2)CC1	4	2	-1	0	3	-2	8	1	-0.5	1
CCCn1c(SCC(=O)Nc2ccc(NC(=O)CC)cc2)nc2c1c(=O)n(C)c(=O)n2C	24	-5	3	-4	18	8	4	14	-22	9
O=C(Nc1cccc(Cl)c1)C1C2C=CC3(O2)C1C(=O)N(CCCN1CCCCC1)C3C(=O)NC1CCCCC1 (configuration not stated)	-5	-4	3	-3	11	-3	-9	3	0.0	nt
CCOC(=O)N1CCN(CCC(=O)Nc2cccc(Cl)c2C)CC1	13	-4	3	-5	10	-1	-1	4	0.4	24
NS(=O)(=O)c1cccc(NC(=O)CN2CCCc3ccccc32)c1	9	1	1	0	-37	5	0	-18	1.7	60
COc1ccc(C(=O)c2cccc(C(=O)c3ccc(OC)c(C)c3)c2)cc1C	-9	-1	0	-1	8	-2	-2	-14	1.6	5
CCN(CC)S(=O)(=O)c1ccc(C)c(NC(=S)NNC(=O)C2CC2)c1	2	-2	4	1	7	-7	11	-10	-0.1	5
Cc1cc2[nH]c(=O)c(=O)[nH]c2cc1S(=O)(=O)Nc1cccc(F)c1	-11	6	-6	0	13	1	4	-1	0.2	22
CC(C)(C)CN1CCC(n2nccc2NC(=O)c2ccccc2Cl)CC1	11	4	17	1	-7	3	32	-26	0.0	22
O=C1N=C(N2CCc3ccccc3C2)S/C1=C\c1ccc(O)cc1	-2	0	3	6	11	12	29	-28	-0.4	30
Cc1noc(C)c1COc1ccc(C(=O)OCC(=O)N2CC(=O)Nc3ccccc32)cc1	0	-3	-3	-1	16	-2	2	-55	-0.2	-6

Looked up above.
In SKKanGAS inh, `O=C1N=C(N2CCc3ccccc3C2)S/C1=C\c1ccc(O)cc1` has the entry 29
In HSF1 inh, `CCCn1c(SCC(=O)Nc2ccc(NC(=O)CC)cc2)nc2c1c(=O)n(C)c(=O)n2C` has the entry 8
In SKKanGAS inh, `NS(=O)(=O)c1cccc(NC(=O)CN2CCCc3ccccc32)c1` has the entry 0
In SKKanGAS inh, `CCOC(=O)N1CCN(CCC(=O)Nc2cccc(Cl)c2C)CC1` has the entry -1
In aSyn 5UTR inh, `O=C(Nc1cccc(Cl)c1)C1C2C=CC3(O2)C1C(=O)N(CCCN1CCCCC1)C3C(=O)NC1CCCCC1` (configuration not stated) has the entry 11
In HSF1 activator, `CC(C)(C)CN1CCC(n2nccc2NC(=O)c2ccccc2Cl)CC1` has the entry 11

The list goes on.
SMILES	HSF1 activator	IEC-6 tox	Platelet DG rel	HSP90 refold inh	aSyn 5UTR inh	HSF1 inh	SKKanGAS inh	KLF5 inh	HIF activator	AI-2 QS modul
C/C(=N/Nc1ccccc1C(=O)O)c1cccs1	14	-3	-3	-7	-89	3	-6	-147	1.6	21
O=C(CCCc1ccccc1)Nc1ccccc1[N+](=O)[O-]	18	-5	2	0	-112	14	13	-67	1.2	-28
O=C1N/C(=N/N=C/c2ccco2)SC1Cc1ccccc1 (configuration not stated)	7	2	1	0	11	3	-2	9	-0.6	6
COc1cc(C2CC(=O)N3CN(Cc4ccccc4)CSC3=C2C#N)ccc1OCc1ccccc1 (configuration not stated)	19	0	-7	1	14	16	24	-25	227*	25
Cc1ccc(C)c(NC(=O)CCCCCCCCCCC2COCCO2)c1 (configuration not stated)	11	7	-3	1	-14	10	0	1	-0.2	25
Oc1c(Br)cc(Cl)cc1C=Nc1ccc(N2CCOCC2)cc1	-13	1	-2	9	4	-6	27	-9	-0.2	34
O=C(CSc1ccc2ccccc2c1)N1CCN(c2ccc(O)cc2)CC1	nt	0	0	-5	3	nt	7	-26	nt	18
CN1C2CCC1CC(NC(=O)CSc1ccc(Cl)cc1)C2 (configuration not stated)	3	5	?	16	-12	-5	-4	1	0.0	1
NC1=NC(=Nc2ccc(Br)cc2)c2ccccc21	34	5	-2	-4	-17	14	-6	-7	0.5	10
COc1cccc(CN2CCNC(=O)C2CC(=O)NCCCn2ccnc2)c1 (configuration not stated)	-16	0	-7	5	-18	-5	-1	-3	-0.3	2
CC(C)CC1NC(=O)N(CC(=O)Nc2ccccc2-c2ccccc2)C1=O (configuration not stated)	-2	-4	-3	-2	4	5	2	-12	-0.5	3
Cn1c(=O)[nH]c(=O)c2c1nc(Br)n2Cc1ccccc1F	17	5	-11	1	-45	-3	0	-25	-54	9
CCN(CC)S(=O)(=O)c1ccc(NC(=O)c2cnccn2)cc1	-1	-3	-3	-1	-11	-9	-3	-30	-1.6	16
Cc1ccc(CN(CC(=O)N/N=C/c2ccco2)S(=O)(=O)c2ccc(C)cc2)cc1	-8	-1	6	-3	4	-7	-5	-26	0.1	32
COc1ccc(CN(C)C(=O)c2ccncc2)c(OC)c1	-3	2	3	-4	-3	1	0	-7	-0.2	15
CC1CC(C)CN(c2nc(N(C)c3ccccc3)nc(N)c2[N+](=O)[O-])C1 (configuration not stated)	6	4	-7	6	28	2	10	0	0.6	46
CCCCc1ccc(-c2csc(/C(C#N)=C\c3ccco3)n2)cc1	24	-4	-1	-6	-106	9	21	-24	0.4	8
CN=c1sc(C(=O)Nc2cccc(Cl)c2)cc(=O)n1C	-10	1	9	0	-140	-5	-10	5	0.0	24
CCOC(=O)C(=O)NN=C(c1ccccc1)c1ccccc1	-3	-4	5	-1	7	0	-3	-14	-0.2	12
CCOc1ccc(NC(=O)CN(C)S(=O)(=O)c2cccs2)cc1	2	2	10	5	-18	-5	4	-19	3.4	-6
CC(=O)n1nc(-c2ccc(C)cc2)nc1NCc1ccc(F)cc1	6	9	10	-6	-43	7	-5	-10	5.9	9
CC(=O)c1ccc(N2CCN(C(=O)C3CCCN(c4ncnc5c4nc4n5CCCCC4)C3)CC2)cc1 (configuration not stated)	0	4	1	-3	9	-3	9	4	-1.2	17
Cc1ccc(C(CC(=O)N2CCOCC2)c2ccco2)cc1 (configuration not stated)	-3	0	-3	2	-25	3	-3	15	-0.2	12
CCOC(=O)C(CC)Sc1ccc2nnc(-c3cccnc3)n2n1 (configuration not stated)	-76	0	2	0	1	-72*	1	5	-0.5	23
CN(C)N1C(N)=C(C#N)C(c2ccc(Br)cc2)C2=C1CC(C)(C)CC2=O (configuration not stated)	-8	-4	1	2	3	5	3	-7	-13	0
COC(=O)c1sccc1NC(=O)CN(C)NS(=O)(=O)c1ccc(F)cc1	-11	3	0	3	2	0	1	-15	-0.5	22
CSc1nsc(NC(=O)OCc2ccc(Cl)cc2)n1	8	-4	-1	-1	-6	-8	10	-36	-0.7	-26
CSc1sc(C(=O)NCC2CC2)cc1S(=O)(=O)C(C)C	2	-2	-6	2	6	10	0	-18	-0.9	nt
Cc1cccc(N2CCN(C(=O)c3ccc(CS(=O)Cc4ccc(Cl)cc4)o3)CC2)c1C (configuration not stated)	17	-6	4	-2	23	-2	17	-28	-0.6	39
COc1ccc(N2CC(C(=O)OCC(=O)c3cccc(OC)c3)CC2=O)cc1 (configuration not stated)	5	2	1	3	10	1	0	-25	0.0	21
N#CC1(c2ccccc2)CCC(NCCc2ccccc2)CC1 (configuration not stated)	22	0	-5	3	-1	-11	-8	-18	-15	22
CC(=O)c1cn(CC(=O)NCC2CCCO2)c2ccccc12 (configuration not stated)	13	-6	6	4	-14	-3	5	-11	-1.5	8
NC(=O)c1cc(C(N)=O)nc(Cl)n1	-12	-1	3	-3	1	-12	-1	-15	0.2	17
Cc1ccc(C)c(NC(=O)C2C3C=CC(O3)C2C(=O)O)c1 (configuration not stated)	20	7	0	-1	16	-3	-1	-37	-0.6	2
COc1ccc(CCC(=O)NCc2ccccc2OC)cc1	-5	2	2	-1	-4	-6	-1	-9	-2.6	9
Cc1nc(NC(=O)/C=C/c2ccccc2)sc1C(=O)N(C)C	27	2	-2	2	-166	23	0	-42	2.4	3
O=C(CNC(=O)c1ccc(-c2ccccc2)cc1)OCc1ccc(Cl)cc1	22	-5	-2	-2	-12	7	-8	-5	-1.0	18
O=C(N/N=C/c1ccc2c(c1)OCO2)c1sc2cc(Cl)ccc2c1Cl	23	-6	5	-2	10	-7	-9	-12	0.2	15
Cc1ccc(CNC(=O)C2CC3Cn4c(nc5cc(C)c(C)cc54)C3N2C)o1 (configuration not stated)	-3	nt	-1	nt	9	-2	0	nt	0.1	-6
CC1CCN(S(=O)(=O)c2ccc(NC(=O)C3CC(=O)N(c4ccccc4)C3)cc2)CC1 (configuration not stated)	13	-2	0	-4	18	2	4	-9	-0.4	12

Quoted at random: three entries already listed.
SMILES	HSF1 activator	IEC-6 tox	Platelet DG rel	HSP90 refold inh	aSyn 5UTR inh	HSF1 inh	SKKanGAS inh	KLF5 inh	HIF activator	AI-2 QS modul
Cc1ccc(C)c(NC(=O)C2C3C=CC(O3)C2C(=O)O)c1 (configuration not stated)	20	7	0	-1	16	-3	-1	-37	-0.6	2
O=C(CNC(=O)c1ccc(-c2ccccc2)cc1)OCc1ccc(Cl)cc1	22	-5	-2	-2	-12	7	-8	-5	-1.0	18
Cc1ccc(CNC(=O)C2CC3Cn4c(nc5cc(C)c(C)cc54)C3N2C)o1 (configuration not stated)	-3	nt	-1	nt	9	-2	0	nt	0.1	-6
